Screens (PubChem)
HTR5A inv ctr – inverse agonist of human HTR5A in OPRM1-OPRD1 counter-screen | P47898 | HTR5A cell line, luminescence, inverse agonism | inhibition, % at 9.3 µM | 340,000 tested, 0.083% active; in the data active = inhibition mostly above about 23%, no sharp cut-off; inactive = mostly below about 18%;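 also: 0% = cells with DMSO and 100% = no-cell wells with DMSO; some compounds called inactive have numbers as strong as hits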
PvdQ acylase – P. aeruginosa PvdQ acylase inhibition. purified PvdQ acylase, fluorescence plate reader. inhibition, % at 10 µM. 340,000 tested, 0.063% active; in the data active = inhibition above about 30%, passing the limit was not always enough; inconclusive = no clear call, values can overlap the other calls;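 also: 0% = vehicle neutral wells and 100% = reference inhibitor wells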
Wnt act – activates Wnt/beta-catenin signaling in a reporter cell assay. activator, plate reader. activation, % at 9.35 µM. 300,000 tested, 1.2% active; in the data active = activation above about 30%, passing the limit was not always enough; inconclusive = no clear call, values can overlap the other calls;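 also: 0% = neutral control wells and 100% = positive control wells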
SR-BI DiI inh – blocks mouse SR-BI lipid uptake from DiI-HDL | Q61009 | ldlA[mSR-BI] CHO cells, DiI-HDL uptake fluorescence, 3 h | inhibition, % at 12.5 µM | 320,000 tested, 0.96% active | AID 488896;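 active = mean replicate inhibition of at least 70% and a set share of replicates each scoring 70 or more; inconclusive = meets just one of the two criteria; inactive = fails both criteria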;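 also: 0% = median of neutral control wells and 100% = median of positive control wells; values of inactives mirror those of a sister screen read the other way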
V-ATPase pH – yeast V-ATPase proton transport regulation by pHLuorin; S. cerevisiae, pHLuorin cytosolic pH fluorescence; response, % at 10 µM; 350,000 tested, 0.37% active; in the data active = response mostly above about 7.3%, no sharp cut-off; inactive = mostly below about 5.4%; also: actives read high; inactives centre near 0; some compounds called inactive have numbers as strong as hits; reference of the scale not given here
HTR5A ag ctr – counter-screen for OPRM1-OPRD1 agonists: human HTR5A agonism | AID 504692 | HTR5A agonist assay, luminescence, cell-based | 340,000 tested, 0.61% active | P47898 | activation, % at 9.3 µM; in the data active = activation mostly above about 9.5%, no sharp cut-off; inactive = mostly below about 7.6%;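 also: 0% = cells with vehicle only and 100% = reference agonist; strong numbers were not always called active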
NSD2 inh – inhibitors of human histone methyltransferase NSD2 | O96028 | NSD2 peptide methylation, AlphaScreen, 120 min | inhibition, % at 12.5 µM | 310,000 tested, 0.54% active; in the data active = inhibition above about 50%
dFosB activator – mouse delta FosB homodimer activation; P13346; 340,000 tested, 0.99% active; AID 493131; activation, % at 25 µM; purified delta FosB, TAMRA-CDK5 oligo fluorescence polarization; percent of positive-control signal above neutral wells;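 active = mean activation above about 17%, with every replicate also reaching it, limit read from the data, passing the limit was not always enough; inconclusive = only one of the two conditions met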;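 also: fluorescence polarization rise as delta FosB binds a TAMRA Cdk5 AP-1 oligo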
Target sequence (P13346 whole entry, looked up): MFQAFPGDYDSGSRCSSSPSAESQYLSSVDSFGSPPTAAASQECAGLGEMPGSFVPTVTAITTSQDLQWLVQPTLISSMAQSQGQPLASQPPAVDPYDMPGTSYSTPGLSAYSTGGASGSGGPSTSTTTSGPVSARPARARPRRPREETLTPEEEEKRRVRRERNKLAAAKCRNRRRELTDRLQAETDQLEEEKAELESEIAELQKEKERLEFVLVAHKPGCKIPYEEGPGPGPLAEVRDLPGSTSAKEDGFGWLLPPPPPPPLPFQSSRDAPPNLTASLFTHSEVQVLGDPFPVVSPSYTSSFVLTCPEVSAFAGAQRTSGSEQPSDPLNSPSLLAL
CDK5 p35 inh – blocks human CDK5/p35 kinase activity. Recombinant CDK5/p35, ADP-Glo luminescence, 60 min. AID 488839. inhibition, % at 10 µM. Q00535+Q15078. 330,000 tested, 0.01% active;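 active = highest replicate inhibition of at least 50% and at least 75% of replicates reaching 50%; inconclusive = only one of the two criteria met; inactive = both criteria failed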;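 also: plate controls were DMSO neutral control for no effect and GW8510 at 10 µM for full effect; many of its hits are not listed in these tables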
Target sequence (Q00535 whole entry, looked up): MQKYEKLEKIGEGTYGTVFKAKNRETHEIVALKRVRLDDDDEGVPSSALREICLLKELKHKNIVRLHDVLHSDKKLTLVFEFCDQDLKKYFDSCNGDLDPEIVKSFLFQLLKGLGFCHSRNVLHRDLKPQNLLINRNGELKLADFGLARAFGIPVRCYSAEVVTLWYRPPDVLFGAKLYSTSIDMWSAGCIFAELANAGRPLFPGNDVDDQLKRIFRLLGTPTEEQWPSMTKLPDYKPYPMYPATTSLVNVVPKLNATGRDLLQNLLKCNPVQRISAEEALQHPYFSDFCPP
Target sequence (Q15078 whole entry, looked up): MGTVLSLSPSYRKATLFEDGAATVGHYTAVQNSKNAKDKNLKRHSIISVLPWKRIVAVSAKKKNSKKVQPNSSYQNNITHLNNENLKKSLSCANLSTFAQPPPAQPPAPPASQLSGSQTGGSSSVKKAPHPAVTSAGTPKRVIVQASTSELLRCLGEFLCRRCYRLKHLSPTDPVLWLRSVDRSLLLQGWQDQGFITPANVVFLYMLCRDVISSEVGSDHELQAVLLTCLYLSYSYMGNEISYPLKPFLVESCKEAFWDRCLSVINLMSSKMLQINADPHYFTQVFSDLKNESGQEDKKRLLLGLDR
MITF act – increases MITF-driven TRPM1 promoter luciferase signal | activation, % at 12.5 µM | SK-MEL-5 TRPM1-promoter luciferase, 24 h; % of positive control, neutral wells = 0 | 300,000 tested, 0.75% active;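 active = mean activation of at least 80% with every replicate also reaching 80%; inconclusive = mean reaches 80% but some replicate falls short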;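 also: 0% = neutral control wells and 100% = parthenolide positive control wells; values of inactives mirror those of a sister screen read the other way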
* = called active by the depositor; ? = inconclusive; / = not tested or not shown.

SMILES	HTR5A inv ctr	PvdQ acylase	Wnt act	SR-BI DiI inh	V-ATPase pH	HTR5A ag ctr	NSD2 inh	dFosB activator	CDK5 p35 inh	MITF act
S=c1[nH]nc(COc2ccc(Cl)cc2Cl)n1-c1ccccc1	13.6	11.9	-1.9	-5.5	4.2	-3.6	17.7	-5.1	1.7	/
COC(=O)c1ccc(-c2nn(C)c(=O)c3ccccc23)cc1	0.9	-13.4	1.3	0.0	3.8	-0.3	/	2.3	0.7	-9.2
COc1ccc(C(=O)NC(=S)N2CCN(c3ccccc3OC)CC2)cc1	-8.5	4.1	-0.8	5.4	5.5	2.4	45.6	-11.3	6.5	-20.6
Cc1ccc(C(=O)NCC(=O)NCc2ccc(Cl)cc2)s1	1.7	-2.7	-1.4	-18.3	-3.8	-0.5	-2.7	5.6	-1.0	6.9
S=C(NCc1ccncc1)Nc1cccc(Cl)c1	-2.8	8.7	10.1	-27.5	0.5	2.9	-3.9	0.2	0.4	19.5
CCOC(=O)c1cnc2c(C)c(Cl)ccc2c1N1CCOCC1	8.7	-6.9	-3.9	33.9	/	-3.0	/	-9.9	-0.7	/
O=C(NC1CCCN(Cc2ccc(Cl)cc2)C1)c1ccnc(Cl)c1 (stereo not given)	6.7	-12.9	0.8	-2.0	-2.0	-1.8	-1.4	-2.6	0.3	-9.2
Cc1ccc(NC(=S)NCC2CCN(C(C)c3ccccc3)C2)cc1C (stereo not given)	-21.0	-9.8	-2.0	/	0.5	-0.1	7.6	1.7	1.4	-3.2
CCOC(=O)Cn1c(=N)n(CCOc2ccc(Br)cc2)c2ccccc21	/	-1.6	26.5	-12.7	0.1	/	-1.5	-1.7	0.8	/
CNC(C)c1cc(OC)ccc1OC (stereo not given)	20.8	7.8	/	-3.5	6.5	-1.1	/	4.4	1.1	-17.0
CCOC(=O)c1ccc(NC(=O)CC2S/C(=N/N=C/c3c[nH]c4ccccc34)NC2=O)cc1 (stereo not given)	-10.5	-9.9	-1.7	9.7	2.9	9.2	-0.5	0.3	-0.7	0.8
COc1ccc(CNC(=O)C2(c3ccc(Cl)cc3)CC2)cc1	1.4	16.7	-1.5	-18.4	-4.0	-0.5	-2.1	5.5	0.7	2.2
CC(=O)c1sc(NC(=O)CCCc2nc3ccccc3c(=O)[nH]2)nc1-c1ccccc1	-2.2	-5.0	-1.5	-7.6	-0.4	0.9	1.2	-6.7	-0.9	-3.1
Cc1noc(C)c1NC(=O)Nc1ccc2c(c1)C(=O)N([C@H](C)CO)C[C@H](C)[C@@H](CN(C)S(=O)(=O)c1ccccc1)O2	22.3	-8.6	-2.7	-14.8	-2.9	-3.3	/	-9.0	-0.6	9.5
Cn1c(=O)[nH]c(=O)c2[nH]c(CO)nc21	-0.2	-15.1	-2.8	-4.2	1.1	0.1	-1.1	0.6	1.0	1.6

Just SR-BI DiI inh, CDK5 p35 inh and HTR5A ag ctr, for some of the entries so far:
| canonical_smiles | SR-BI DiI inh | CDK5 p35 inh | HTR5A ag ctr |
| --- | --- | --- | --- |
| Cc1ccc(NC(=S)NCC2CCN(C(C)c3ccccc3)C2)cc1C (stereo not given) | / | 1.4 | -0.1 |
| COC(=O)c1ccc(-c2nn(C)c(=O)c3ccccc23)cc1 | 0.0 | 0.7 | -0.3 |

The list goes on:
SMILES	HTR5A inv ctr	PvdQ acylase	Wnt act	SR-BI DiI inh	V-ATPase pH	HTR5A ag ctr	NSD2 inh	dFosB activator	CDK5 p35 inh	MITF act
Cc1cc2ccccn2c1C(=O)Nc1cccc(Cl)c1	-2.1	-11.7	0.0	35.2	0.3	9.0	-1.1	-10.9	1.0	-2.5
Cc1ccc(C23CC4CC(CC(CC(=O)NC(C)(C)CO)(C4)C2)C3)cc1	-15.5	-10.8	-0.5	2.5	-0.9	4.3	-1.8	-2.1	-1.4	0.9
COc1ccccc1-c1noc(-c2cccs2)n1	-25.5	-8.3	22.6	-2.9	-2.1	-1.2	0.2	-3.5	0.6	120.8*
Cc1c(Cl)cccc1NC(=O)CC1Sc2ccccc2NC1=O (stereo not given)	-13.8	-8.3	-1.5	-0.1	5.2	3.5	2.1	46.4*	-1.0	18.6
CCOc1ccc(CN(C)C(=O)CNC(=O)c2ccc3ccccc3c2)cc1OC	4.6	-1.2	-1.4	31.6	1.8	-1.9	15.6	-11.6	-0.7	-9.8
CC(=O)Nc1ccc(NC(=O)C(C)OC(=O)C(C)SCC(=O)Nc2ccc(C)cc2)cc1 (stereo not given)	8.9	-18.6	-0.4	-5.8	1.4	-3.3	0.6	-0.2	0.1	10.2
O=C(COc1nsnc1N1CCOCC1)N1CCOCC1	-6.6	-4.6	0.0	-22.9	-1.2	2.6	-1.7	-1.8	-2.0	1.2
COc1ccc(NC(=O)N(O)C2(C#N)CCCCC2)cc1	8.4	-9.1	0.6	4.4	-1.1	-2.2	-6.2	2.1	-0.1	27.8
Cc1ccc(/C=N/NC(=O)CSc2nnc(-c3ccc(Cl)cc3)n2-c2ccccc2)o1	-49.5	-7.4	/	-14.5	-0.3	13.5*	/	-9.0	2.1	65.7
Cc1ccc(S(=O)(=O)N2CCN(C(=O)CSc3ccc(F)cc3)CC2)cc1	-21.7	-6.4	-1.3	/	0.4	7.7	-2.5	-5.6	0.0	/
Cc1ccc(S(=O)(=O)N2CCCCC2)cc1C(=O)N(C)CCOc1ccccc1	-3.2	-14.4	1.0	-7.7	-0.3	1.3	-1.2	-5.4	0.7	-1.8
O=C(COC(=O)c1ccccn1)Nc1cccc(Cl)c1	-26.1	6.1	/	-14.8	3.4	0.9	0.6	-2.5	0.3	8.2
CCC(C)(O)c1[nH]c2ccc(C#N)cc2c1C (stereo not given)	-14.3	15.4	-1.8	6.6	-4.0	5.3	/	2.8	1.3	-3.2
CC(C)CCN1C(=O)c2ccc(C(=O)OCC(=O)N(CC(C)C)C3CCS(=O)(=O)C3)cc2C1=O (stereo not given)	-19.9	9.5	-4.8	20.1	4.2	8.2	1.0	-7.7	0.8	-3.3
Cc1cccc(OCc2nnc(SCC(=O)OC3CCCCC3)o2)c1	-8.4	14.5	-2.7	-29.2	-2.7	-3.3	-8.5	-0.4	-1.1	/

Sorted by SMILES length (rising): some entries from above.
SMILES	HTR5A inv ctr	PvdQ acylase	Wnt act	SR-BI DiI inh	V-ATPase pH	HTR5A ag ctr	NSD2 inh	dFosB activator	CDK5 p35 inh	MITF act
COc1ccc(NC(=O)N(O)C2(C#N)CCCCC2)cc1	8.4	-9.1	0.6	4.4	-1.1	-2.2	-6.2	2.1	-0.1	27.8
Cc1cccc(OCc2nnc(SCC(=O)OC3CCCCC3)o2)c1	-8.4	14.5	-2.7	-29.2	-2.7	-3.3	-8.5	-0.4	-1.1	/
Cc1ccc(/C=N/NC(=O)CSc2nnc(-c3ccc(Cl)cc3)n2-c2ccccc2)o1	-49.5	-7.4	/	-14.5	-0.3	13.5*	/	-9.0	2.1	65.7
CC(=O)Nc1ccc(NC(=O)C(C)OC(=O)C(C)SCC(=O)Nc2ccc(C)cc2)cc1 (stereo not given)	8.9	-18.6	-0.4	-5.8	1.4	-3.3	0.6	-0.2	0.1	10.2

Additional results:
SMILES	HTR5A inv ctr	PvdQ acylase	Wnt act	SR-BI DiI inh	V-ATPase pH	HTR5A ag ctr	NSD2 inh	dFosB activator	CDK5 p35 inh	MITF act
CCN(CC(=O)NCc1ccc(Cl)cc1)C(=O)CSc1ccc(Br)cc1	0.4	-10.4	0.5	35.4	-0.2	2.4	-1.7	1.1	0.2	-3.8
CC(C(=O)N1CCc2ccccc21)N1CCN(c2cccc(C(F)(F)F)c2)CC1 (stereo not given)	1.7	-7.8	-1.6	2.3	-3.2	-0.8	-2.5	-10.4	-0.3	-8.7
CC(C)OCCCNCC(O)c1ccccc1 (stereo not given)	-20.2	3.4	-1.7	-8.8	-1.5	1.2	-1.3	0.8	1.0	4.9
COc1ccc(CNC(=O)C2CCCN2S(=O)(=O)c2ccc(Cl)cc2)cc1 (stereo not given)	-19.1	-15.8	-1.8	0.8	0.9	7.4	/	-8.2	-0.3	-9.2
COCCNC(=O)Cn1cc(C(=O)c2cccs2)c2ccccc21	-6.0	1.2	/	-7.7	5.9	2.7	-1.8	-2.6	1.4	8.0
Cc1c(Cl)cccc1NC(=S)NCc1cccs1	12.3	-2.8	-2.2	7.3	-7.7	-4.7	-0.1	2.3	-0.6	-12.5
COc1ccc(OC)c(CNC(=O)C2CCCN(S(=O)(=O)N3CC(C)CC(C)C3)C2)c1 (stereo not given)	-4.8	5.2	0.6	25.6	-2.2	1.3	1.1	-8.1	0.5	-14.1
Cc1ccc(-c2nc(N)sc2CC(=O)OCC(=O)NC2CCCC(C)C2C)cc1 (stereo not given)	-23.1	-12.5	-0.8	-6.2	-0.5	9.2	-0.4	-5.3	-1.9	2.0
CC(C)C(C(=O)Nc1nccs1)c1ccc(Cl)cc1 (stereo not given)	-5.9	-10.0	-4.0	10.8	-1.1	2.2	-1.9	-4.8	-0.1	-21.0
COc1ccc(C(=O)Nc2ccnn2C2CCN(C(=O)c3cc(C)on3)CC2)cc1	-4.5	-12.4	3.8	14.0	5.0	-1.2	2.9	-8.1	0.2	-5.1
CC1CCN(CC(=O)Nc2ccccc2Sc2ccccc2)CC1	-8.6	-3.7	/	1.5	-6.4	-1.6	-3.1	1.5	-0.1	21.9
COc1cc(/C=N\NC(=O)C(C)(C)O)ccc1OC/C=C/c1ccccc1	6.1	-15.4	-2.9	9.7	-1.0	-1.8	4.6	-5.3	0.5	1.9
O=C(O)CCCN1C(=O)c2cccc3cccc(c23)C1=O	-4.9	-17.4	0.1	-10.0	1.5	1.3	-4.2	4.5	1.4	1.2
CC(NC(=O)c1ccccc1Br)c1nnc(SCc2ccc([N+](=O)[O-])cc2)n1C (stereo not given)	-4.7	-13.2	-3.4	1.3	-4.4	-0.8	-0.7	?	-1.6	19.1
CSc1ccc(S(=O)(=O)N2CCC(C(=O)NCCCn3ccnc3)CC2)cc1	-6.5	-7.4	4.2	-7.8	-2.6	2.5	2.6	-6.5	0.3	1.8
C=CCn1c(SCCC(=O)O)nnc1-c1cccs1	6.5	9.5	-1.5	-24.1	2.4	-2.6	-0.8	1.2	-0.1	/
Cc1nn2c(-c3ccncc3)ccnc2c1Br	-9.6	-10.8	0.5	-4.4	-1.1	3.5	1.4	0.5	-0.4	-1.9
Cc1ccc(NC(=O)N2CCC(c3ccccc3)C2)cc1C (stereo not given)	-13.9	5.5	56.3*	5.9	-3.0	4.7	-3.4	-7.4	2.3	127.7*
